Neddylation inh: cullin neddylation inhibition; hit rate 0.58% among 360,000; TR-FRET cullin neddylation, biochemical; calls only at 25 µM; P61081+Q13564; in the data active = inhibition above about 36%
Target sequence (P61081 whole entry, looked up): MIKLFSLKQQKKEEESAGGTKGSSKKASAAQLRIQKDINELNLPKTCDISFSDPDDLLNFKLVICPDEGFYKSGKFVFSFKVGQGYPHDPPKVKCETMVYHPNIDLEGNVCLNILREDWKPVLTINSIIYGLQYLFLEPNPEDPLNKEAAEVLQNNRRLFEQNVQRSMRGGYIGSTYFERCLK
Target sequence (Q13564 whole entry, looked up): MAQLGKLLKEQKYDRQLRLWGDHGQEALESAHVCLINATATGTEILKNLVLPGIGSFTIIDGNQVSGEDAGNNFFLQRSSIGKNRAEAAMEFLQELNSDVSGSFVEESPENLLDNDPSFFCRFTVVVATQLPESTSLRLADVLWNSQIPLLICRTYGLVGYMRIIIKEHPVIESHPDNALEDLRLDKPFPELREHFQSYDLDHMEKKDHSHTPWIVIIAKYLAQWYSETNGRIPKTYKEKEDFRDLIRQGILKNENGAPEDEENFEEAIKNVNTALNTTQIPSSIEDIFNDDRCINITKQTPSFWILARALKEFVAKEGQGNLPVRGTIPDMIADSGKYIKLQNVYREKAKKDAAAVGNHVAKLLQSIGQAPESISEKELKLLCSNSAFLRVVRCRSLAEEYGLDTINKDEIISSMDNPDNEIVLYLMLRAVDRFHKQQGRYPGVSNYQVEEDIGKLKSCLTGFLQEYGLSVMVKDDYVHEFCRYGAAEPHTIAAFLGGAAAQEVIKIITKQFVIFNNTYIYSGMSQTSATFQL
NadD block: blocks S. aureus nicotinate mononucleotide adenylyltransferase | AID 602399 | inhibition, % at 20 µM | hit rate 0.78% among 360,000 | purified NadD enzyme, colorimetric absorbance read-out; in the data active = inhibition above about 26%; also: some compounds past the cut are filed as inactive
Rin1 Abl inh: inhibitors of human Rin1-Abl protein interaction; TR-FRET Rin1/Abl binding, biochemical; hit rate 0.4% among 360,000; AID 588664; inhibition, % at 7.35 µM; P00519+Q13671; in the data active = inhibition above about 5%, passing the limit was not always enough
SUMO1 PPI mod: alters human SUMO1 binding to SIM partners. P63165. SUMO1 binding to a labelled peptide, TR-FRET, 1 h. inhibition, % at 20 µM. hit rate 0.33% among 360,000. AID 602429; in the data active = inhibition above about 37%
Target sequence (P63165 whole entry, looked up): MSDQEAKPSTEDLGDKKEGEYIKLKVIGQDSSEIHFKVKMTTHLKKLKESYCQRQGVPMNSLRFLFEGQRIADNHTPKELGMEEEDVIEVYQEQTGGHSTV
LMPTP block: LMPTP (human) inhibition; P24666; recombinant LMPTP-A, OMFP fluorogenic substrate, fluorescence intensity; inhibition, % at 20 µM; hit rate 0.22% among 360,000; AID 651560;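 active = compounds that cut the enzyme signal by at least half of the control window in the single-dose screen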;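 also: plate controls were DMSO wells with enzyme plus substrate for no effect and substrate without enzyme for full effect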
Target sequence (P24666 whole entry, looked up): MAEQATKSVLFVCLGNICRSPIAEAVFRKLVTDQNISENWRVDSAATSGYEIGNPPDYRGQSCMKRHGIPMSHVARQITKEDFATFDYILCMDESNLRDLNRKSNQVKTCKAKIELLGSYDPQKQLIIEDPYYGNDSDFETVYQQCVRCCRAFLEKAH
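material = LMPTP-A | quantity = 0.625 nM enzyme | reagent = OMFP substrate, 400 µM final | buffer or medium = Bis-Tris pH 6.0, DTT, detergent | detection = endpoint fluorescence intensity from OMFP dephosphorylation | dosing = single 20 µM dose | read-out basis = % inhibition relative to no-enzyme and uninhibited control wells | control set = no-enzyme and uninhibited controls | timing = 50 min at room temperature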
Scp1 inh: Scp-1 (human) phosphatase inhibition; Q9GZU7; Recombinant Scp1, phosphopeptide, malachite green phosphate absorbance; inhibition, % at 20 µM; hit rate 0.88% among 340,000;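 active = inhibition above about 50% at 20 µM, limit read from the data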;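 also: plate controls were DMSO wells with enzyme for no effect and wells lacking enzyme for full effect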
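Test system – truncated SCP-1 phosphatase (76-261aa) · Reagent – Phosphorylated 17-residue peptide substrate · Incubation – 45 min room-temperature reaction, 5 min colour, 30 min stabiliser · Detection – colorimetric phosphate reagent with accelerator and stabiliser, absorbance at 630 nm · Measure – % inhibition at 20 µM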
CSN deneddyl inh: inhibitors of human CSN-mediated cullin deneddylation; Q92905; Purified CSN, SCF-Nedd8-OG deneddylation, fluorescence polarization; inhibition, % at 12.5 µM; hit rate 0.38% among 360,000; AID 651999;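 active = pattern-corrected inhibition above about 35%, with an unprinted fluorescence ratio check between 0.5 and 1.5, limit read from the data, passing the limit was not always enough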;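 also: 0% = enzyme with substrate and 100% = substrate without enzyme; some results filed as inactive read as strong as hits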
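Detection – fluorescence polarization · System – HEK293T-derived human Csn5 enzyme · Controls – substrate-only high control, full reaction low control · Timing – 90 min, room temperature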
STEP inh: inhibitors of human striatal-enriched phosphatase STEP. P54829. recombinant STEP, OMFP fluorogenic substrate, fluorescence. inhibition, % at 20 µM. hit rate 0.25% among 360,000;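 active = inhibition at 20 µM, scaled per plate between control wells, above about 37%, limit read from the data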;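 also: 0% = DMSO with enzyme and substrate and 100% = substrate only without enzyme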
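material = STEP tyrosine phosphatase | reagent = fluorogenic phosphatase substrate OMFP at 25 µM final | doses = single compound dose of 20 µM, 1% DMSO final | schedule = 20 min reaction, room temperature, in the dark | measured by = fluorescence, 480/540 nm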
DNMT1 block: inhibitors of human DNMT1 | hit rate 0.83% among 360,000 | DNMT1 molecular beacon, Hinp1I cleavage, fluorescence | P26358 | inhibition (reported as % activation of signal), % at 10 µM | AID 588458; in the data active = inhibition above about 50%
Rpn11 block: blocks the human proteasome subunit Rpn11. hit rate 0.59% among 360,000. calls only at 20 µM. O00487. AID 588493. human 26S proteasome, Ub4-pepOG fluorescence polarization; 20S core pre-blocked with epoxomicin;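 active = inhibition at 20 µM, scaled to each plate's controls, above about 33%, limit read from the data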
The depositor's hits bear a star; i = inactive; x = not tested or not shown; + = active, no number.

SMILES	Neddylation inh	NadD block	Rin1 Abl inh	SUMO1 PPI mod	LMPTP block	Scp1 inh	CSN deneddyl inh	STEP inh	DNMT1 block	Rpn11 block
O=C(c1ccc(NS(=O)(=O)c2ccc3[nH]c(=O)[nH]c3c2)cc1)N1CCN(c2ccccc2)CC1	i	11	4	9	-0.9	-4	3	-2	4	i
Cc1ccc(C)c(N(C(=O)Cn2nnc(-c3cccs3)n2)C(C(=O)NC2CCCC2)c2ccncc2)c1 (centres undefined)	i	7	-2	4	-1.6	0	-1	-4	9	i
O=C(CSc1n[nH]c(-c2ccncc2)n1)Nc1ccccn1	i	-2	-2	2	-1.1	-5	-5	-3	5	i
CN(C)S(=O)(=O)c1cccc(NC(=S)NCc2ccco2)c1	i	-5	4	-1	-1.6	-2	3	1	0	i
C=CCN1N=C(/C=C/c2ccccc2)CCC1=O	i	-6	1	-13	2.1	-4	-15	0	5	i
CCc1ccc(N2CC(C(=O)OC)CC2=O)cc1 (centres undefined)	i	1	-8	0	-1.5	6	-2	3	1	i
C#CCOCCOCCOCCNc1nc(N2CCN(C(=O)[C@H](CCCCN)n3cc([C@@H](N)C(C)CC)nn3)CC2)nc(N2CCN(C(=O)[C@H](Cc3cc4ccccc4[nH]3)n3cc([C@@H](N)C(C)CC)nn3)CC2)n1 (some centres undefined)	i	6	0	-107	-4.1	-2	21	2	-100	i
O=C(OCCC1Oc2cccnc2NC1=O)c1ccc(Cl)cc1 (centres undefined)	i	-5	-2	-1	-2.3	-4	2	-3	1	i
Cc1ccc(C)c(C(=O)CN2C(=O)c3ccccc3S2(=O)=O)c1	i	1	-1	15	0.7	-8	0	0	0	i
CCn1c(=O)c2ccccc2n(Cc2ccc([N+](=O)[O-])cc2)c1=O	i	-7	4	-18	-1.9	-4	-1	2	0	i
COc1ccc(Nc2ncnc3c2c(C)c(C)n3CCCN(C)C)cc1	i	-4	-3	1	-2.7	-9	3	1	1	i
CCN(C[C@H]1N[C@@](C)(C(=O)OC)[C@H]2C(=O)N(C)C(=O)[C@@H]12)C(=O)Nc1ccc(Cl)cc1	i	-2	1	4	-3.0	-17	1	1	5	i
COc1ccccc1CNC(=O)C(NC(=O)C1CCCCC1)C(C)C (centres undefined)	i	-8	0	-4	-0.8	-4	-5	-1	-1	i
Cc1cc([N+](=O)[O-])nn1CCC(=O)NC1CCCCCC1	i	-5	1	-3	-1.3	2	-2	-1	7	i
CS(=O)(=O)N(CC(=O)O)Cc1cccc(CN(CC(=O)O)S(C)(=O)=O)c1	i	6	0	-3	0.8	-1	3	-1	0	i

3 structures from above, ordered by number of heavy atoms, smallest number first.
SMILES	Neddylation inh	NadD block	Rin1 Abl inh	SUMO1 PPI mod	LMPTP block	Scp1 inh	CSN deneddyl inh	STEP inh	DNMT1 block	Rpn11 block
C=CCN1N=C(/C=C/c2ccccc2)CCC1=O	i	-6	1	-13	2.1	-4	-15	0	5	i
O=C(OCCC1Oc2cccnc2NC1=O)c1ccc(Cl)cc1 (centres undefined)	i	-5	-2	-1	-2.3	-4	2	-3	1	i
CCn1c(=O)c2ccccc2n(Cc2ccc([N+](=O)[O-])cc2)c1=O	i	-7	4	-18	-1.9	-4	-1	2	0	i

New compounds follow
SMILES	Neddylation inh	NadD block	Rin1 Abl inh	SUMO1 PPI mod	LMPTP block	Scp1 inh	CSN deneddyl inh	STEP inh	DNMT1 block	Rpn11 block
CSCCCNC(=S)Nc1ccc(N2CCOCC2)cc1N1CCOCC1	i	-2	1	-1	-1.0	-7	-5	-2	1	i
Cc1cnc(C)c(N2CCN(Cc3cn(C)nc3-c3cccc(Cl)c3)CC2)n1	i	-4	3	2	-0.4	-6	3	4	-4	i
CCOC(=O)C1=C(C)N(c2ccccc2)C(=O)/C1=C\c1ccc(O)c(OC)c1	i	-6	-1	-13	-0.4	-7	4	-1	-7	i
O=C(c1ccc(Cl)cc1)c1ccccc1C(=O)N1CCOCC1	i	6	-1	-6	-0.8	-7	2	0	3	i
O=C(Nc1ccccc1N1CCOCC1)c1cccc(Oc2ccccc2)c1	i	0	3	5	2.4	-10	1	3	0	i
Cc1ccc(Nc2nc3c(c(=O)[nH]2)CCCC3)cc1	i	-1	1	0	-0.9	1	-6	-2	4	i
CCN(CC)CCn1c(NC(=O)c2ccc(Cl)cc2)nc2ccccc21	i	-8	-1	25	1.1	-11	-5	2	2	i
Cc1ccc(/C=C/C(=O)N2CCCN(C(=O)/C=C/c3ccc(C)cc3)CC2)cc1	i	1	-2	-11	-1.0	-4	0	3	-3	i
COc1cccc(N2[C@@H](CC(=O)O)c3cc(C(F)(F)F)ccc3S2(=O)=O)c1	i	49*	2	9	0.2	104*	2	-2	15	i
COCOc1ccc(-c2cc(=O)c3c(O)cc(OCOC)cc3o2)cc1	i	-3	1	8	2.1	-9	0	3	-7	i
CCc1ccc(OCC(=O)O/N=C(\N)c2cccnc2)cc1	i	0	-5	6	-0.5	-7	7	1	-2	i
O=C1NC(c2ccncc2)Nc2sc3c(c21)CCCC3 (centres undefined)	+	0	-3	0	-1.4	-11	4	4	-6	i
CCc1n[nH]c(=S)n1N=C1CCC(C)CC1 (centres undefined)	i	1	5	2	0.1	-3	5	0	3	i
COc1ccccc1-c1c(NC(=O)C(C)C)n(C)c2ccccc2c1=O	i	0	0	5	-1.6	-4	2	1	1	i
COCCN=C1NC(=O)C(CC(=O)Nc2cccc(Cl)c2C)S1 (centres undefined)	i	1	2	-2	-1.9	1	-9	3	0	i

Grouped by structure, the compounds so far containing two or more sulfur atoms
SMILES	Neddylation inh	NadD block	Rin1 Abl inh	SUMO1 PPI mod	LMPTP block	Scp1 inh	CSN deneddyl inh	STEP inh	DNMT1 block	Rpn11 block
CN(C)S(=O)(=O)c1cccc(NC(=S)NCc2ccco2)c1	i	-5	4	-1	-1.6	-2	3	1	0	i
CS(=O)(=O)N(CC(=O)O)Cc1cccc(CN(CC(=O)O)S(C)(=O)=O)c1	i	6	0	-3	0.8	-1	3	-1	0	i
CSCCCNC(=S)Nc1ccc(N2CCOCC2)cc1N1CCOCC1	i	-2	1	-1	-1.0	-7	-5	-2	1	i

Next entries.
SMILES	Neddylation inh	NadD block	Rin1 Abl inh	SUMO1 PPI mod	LMPTP block	Scp1 inh	CSN deneddyl inh	STEP inh	DNMT1 block	Rpn11 block
CCOC(=O)Cc1cc(=O)n2[nH]c(C)cc2n1	i	-3	6	6	-1.6	-7	0	0	1	i
CCSc1nc(O)c(CC)c(=O)n1C(C)CC (centres undefined)	i	-1	0	1	-0.6	-3	0	-1	1	i
N#Cc1ccccc1OCC(=O)C1CC1	i	0	1	0	-0.5	0	5	-1	0	i
Oc1ccc(/C=N/Nc2nccnc2Cl)cc1	i	1	-2	-9	-0.7	-1	0	2	-1	i
CN1CCC(CN)(N2CCN(c3ccccc3)CC2)CC1	i	-4	0	-69	-6.1	-14	-3	-1	-7	i
O=c1c2ccccc2c2ccccc2c(=O)n1Cc1cccnc1	i	4	2	9	-0.2	10	-1	-4	-1	i
Nn1cnnc1N/N=C/c1ccc(Cl)cc1Cl	i	-3	-5	-7	-0.8	-5	-7	2	-4	i
NS(=O)(=O)c1ccc(NC(=S)N2CCN(C(=O)C3CCCO3)CC2)cc1 (centres undefined)	i	-3	-2	5	0.3	-5	-4	28	2	i
CC(=O)N1N=C(c2ccco2)CC1c1cc2cc(C)ccc2nc1Cl (centres undefined)	i	1	-2	-2	0.1	-7	2	1	-14	i
Cc1ccc(-c2nc3ccc(Cl)cc3n2OC(C)C(=O)O)cc1 (centres undefined)	i	-2	-1	0	-1.3	-2	1	2	1	i
O=C(Nc1ccc(C(=O)O)cc1)/C(=C\c1ccc([N+](=O)[O-])cc1)NC(=O)c1ccco1	i	-5	-2	-24	-2.6	x	-4	-2	3	i
c1ccc2c(c1)Cn1nnnc1-2	i	-2	1	1	1.0	3	-1	-3	2	i
O=C(c1csc2ccccc12)N1CCCCCC1	i	-4	2	0	-2.0	0	-1	-2	-3	i
CCOc1cccc(-c2nc3c(s2)CCc2onc(-c4cccc([N+](=O)[O-])c4)c2-3)c1	i	1	1	2	0.6	-2	-2	2	-3	i
COC(=O)C1CCN(S(=O)(=O)Cc2ccccc2Cl)CC1	i	-8	0	5	-2.2	0	-4	0	2	i
O=C(c1ccccc1Cl)N(Cc1ccccc1F)N1C(=O)CCCC1=O	i	0	-2	-1	-2.0	-1	-2	0	2	i
Cc1ccc(-c2cc(C(=O)N3N=C(C(F)F)CC3(O)C(F)F)c3ccccc3n2)cc1C (centres undefined)	i	10	-1	7	3.1	-2	2	-1	-30	i
CN(Cc1ccccc1)C(=O)c1ncn(Cc2ccccc2)c1C(=O)N(C)Cc1ccccc1	i	-4	5	-4	0.2	0	0	-2	1	i
COc1ccc(C(=O)NC2CCCc3ccccc32)c(OC)c1OC (centres undefined)	i	7	1	5	0.0	-3	3	0	-2	i
OCCCC1CCCN(Cc2cn[nH]c2-c2ccc(F)cc2F)C1 (centres undefined)	i	-11	2	0	-0.1	-3	1	-1	-5	i
CSc1nnc2c3c4c(sc3nc(-n3nc(C)cc3C)n12)COC(C)(C)C4	i	2	-2	-2	-0.3	-14	0	1	0	i
COc1ccccc1C(=O)NCC(=O)N(C)Cc1nc2ccccc2c(=O)[nH]1	i	-7	-2	5	-1.3	x	0	0	4	i
O=[N+]([O-])c1ccccc1Nc1cccnc1	i	-2	-9	-40	-0.2	0	-2	0	7	i
COc1ccc(/C(O)=C2/C(=O)C(=O)N(c3ccccn3)C2c2ccc(F)cc2)cc1 (centres undefined)	i	6	0	-5	-1.7	-7	0	11	4	i
CCC1CCC(C(=O)NC(CCSC)C(=O)NCCN(CC(C)C)CC(C)C)CC1 (centres undefined)	i	-10	-2	-7	-0.1	-13	4	2	2	i
COc1ccc(CCNC(=O)COC(=O)c2ccccc2NCCO)cc1OC	x	-7	4	1	0.7	-5	-2	2	-1	i
Cc1c(Cl)cccc1NC(=O)N1CCCC1	i	-5	5	0	-3.0	-3	0	3	3	i
Cc1ccc(NC(=O)[C@@H]2O[C@H](CO)[C@@H](O)[C@H]2O)cc1C(F)(F)F	i	-5	-1	-2	-0.9	x	0	0	3	i
CCN(CC)CCN(Cc1cc2cc3c(cc2[nH]c1=O)OCO3)C(=S)NCC1CCCO1 (centres undefined)	x	-4	3	3	-0.6	-5	-5	-1	2	i
O=C1NC[C@H](CCCCN2CCN(CC3CCCCC3)C(=O)C2=O)N(CCc2ccccc2)C1=O	i	3	x	0	-0.3	x	-3	x	x	x
Nc1nc(Sc2ncccc2[N+](=O)[O-])n[nH]1	i	-7	-3	-27	-3.5	-14	0	2	0	i
COc1cc2ncnc(NCc3ccccc3C)c2cc1OC	i	-3	-1	5	1.5	-5	-1	2	1	i
Cc1cccc(C)c1OCC(=O)N(Cc1ccco1)C1CCS(=O)(=O)C1 (centres undefined)	i	0	-2	-4	-1.2	-9	1	1	0	i
CCC(=O)c1ccc(OC(=O)N2CCOCC2)cc1	i	-3	-2	3	-0.6	-4	-5	-3	-2	i
O=C(c1sc2cc(Cl)ccc2c1Cl)N1CCN(CCc2ccccn2)CC1	i	-4	3	4	0.6	-3	1	0	-1	i
COc1ccc(CNC(=O)c2ccc(=O)oc2)cc1OC	i	11	-1	-7	-0.2	-5	-2	2	2	i

Bioassay records (PubChem BioAssay)

An unsorted share of the library; overall some 3.8% were active at least once.
